Compound activity deposited in PubChem by National Center for Advancing Translational Sciences (NCATS).
Giardia killer: kills Giardia lamblia; AID 540267; hit rate 0.15% among 340,000; Giardia lamblia trophozoite viability; activity change, % at 7.66 µM, hits read low; in the data active = activity change below about -80%; inconclusive = between about -30% and that limit;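 note: parasites exposed to compound for two days anaerobically before the ATP read; % is set by controls: 0 for no effect and ±100 for the full control effect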
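Giardia lamblia trophozoites (100 cells/well) were incubated with compounds for 48 h at 37 deg C under anaerobic conditions. Viability was read as ATP content by one-step luminescence after 15-30 min at room temperature.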
NPC1 promoter act: activators of NPC1 promoter. Huh7 NPC1 promoter luciferase reporter, 24 h. Potency, µM (series often up to 9.22 µM), inactives show at the highest dose activation, actives largely listed as activators. hit rate 2.4% among 320,000. AID 485313;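 note: potency is the fitted concentration of half-maximal effect; % of control where 0% means no effect; nearly all actives have a fitted effect of over 60% in size; reporter is driven by a mutant NPC1 promoter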
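Luminescence from an NPC1 promoter-driven luciferase reporter in stably transfected Huh7 cells was measured after 24 h compound treatment at 37 °C, followed by 10 min ambient incubation with luciferase detection reagent.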
Gal4-VP16 FLuc: Gal4-VP16 reporter inhibition counter-screen; hit rate 3.5% among 310,000; Potency, µM (top dose mostly 53.6 µM), inactives show at the highest dose activity, negative = inhibition, actives largely listed as inhibitors; Drosophila S2 Gal4-VP16 UAS-luciferase, luminescence, 20 h;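 note: Gal4-VP16 expression switched on by copper sulfate through the metallothionein promoter; potency is the fitted concentration of half-maximal effect; % is set by controls: 0 for no effect and ±100 for the full control effect; nearly all actives have a fitted effect of over 50% in size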
Tb PFK inh: T. brucei PFK enzyme inhibition | O15648 | T. brucei PFK, ADP-Glo luminescence | Potency, µM (series often up to 57.5 µM), without a hit: at the highest dose activity, negative = inhibition, actives largely listed as inhibitors | hit rate 0.17% among 330,000;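 note: potency is the fitted concentration of half-maximal effect; 0% = uninhibited 1x PFK enzyme wells and -100% = no-enzyme wells; nearly all actives have a fitted effect of over 60% in size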
Target sequence (O15648 whole entry, looked up): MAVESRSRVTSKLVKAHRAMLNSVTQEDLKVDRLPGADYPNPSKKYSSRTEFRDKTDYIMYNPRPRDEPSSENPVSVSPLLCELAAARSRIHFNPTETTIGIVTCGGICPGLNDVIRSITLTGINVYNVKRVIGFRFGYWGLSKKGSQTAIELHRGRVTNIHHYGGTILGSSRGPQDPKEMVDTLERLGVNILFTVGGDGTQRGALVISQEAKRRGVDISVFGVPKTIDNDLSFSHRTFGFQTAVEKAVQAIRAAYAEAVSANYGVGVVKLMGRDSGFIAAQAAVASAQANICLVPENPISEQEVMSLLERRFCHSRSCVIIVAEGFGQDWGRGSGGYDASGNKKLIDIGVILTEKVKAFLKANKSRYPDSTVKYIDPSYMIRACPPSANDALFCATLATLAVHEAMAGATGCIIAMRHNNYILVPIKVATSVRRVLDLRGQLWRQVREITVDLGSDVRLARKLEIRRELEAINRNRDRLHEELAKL
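Compounds were pin-transferred as a titration series up to 57 uM into substrate buffer (0.5 mM F6P, 0.1 mM ATP, pH 8.0), then 1.25 nM PFK was added and reactions ran 45 min before ADP-Glo detection.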
FBPA coupling cs: coupling enzyme interference in Giardia aldolase counter-screen; activity change, negative = inhibition, % at 58.2 µM, hits read low; hit rate 0.67% among 290,000; coupling enzyme system counterscreen, AmpLite Red fluorescence; in the data active = activity change below about -30%; note: % is set by controls: 0 for no effect and ±100 for the full control effect
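Activity here indicates interference with the coupling reaction, not aldolase inhibition. Compounds at 57.5 uM final met coupling enzymes for 10 min at RT; substrate and AmpLite Red detection followed, with a 525/598 nm fluorescence read after 20 min.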
ELG1 genotoxic: induces genotoxicity in HEK293T cells with luciferase-tagged ELG1; Potency, µM (highest dose often 46 µM), for the others: at the top dose activity change, positive = activation, usual class: activators; HEK293T ELG1-luciferase reporter, luminescence, 16 h; AID 504466; hit rate 1.3% among 330,000; note: potency is the fitted concentration of half-maximal effect; % of control where 0% means no effect; nearly all actives have a fitted effect of over 60% in size
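After overnight (16 hr) compound treatment at 37 °C, ELG1-luciferase HEK293T cells were lysed with ONE-Glo; luminescence quantified 30 min later at room temperature.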
uPA surface inh: inhibitors of cell surface uPA generation; cell surface uPA generation assay, qHTS; Potency, µM (doses to about 38.3 µM), without a hit: top-dose activity change, negative = inhibition, hits mostly inhibitors; hit rate 0.31% among 330,000; AID 540303; active = well fitted inhibition curve with a large enough effect; inconclusive = small, poorly fitted or top-dose-only effect; inactive = no such curve, though single readings can be large or run the other way; tested in mouse RAW 264.7 cells; note: potency is the fitted concentration of half-maximal effect; % is set by controls: 0 for no effect and ±100 for the full control effect; nearly all actives have a fitted effect of over 55% in size
RORgamma inh: ROR gamma (mouse) transcription inhibition; Drosophila S2 Gal4-RORgamma UAS-luciferase reporter, 20 h; P51450; hit rate 5.4% among 310,000; Potency, µM (series often up to 53.6 µM), without a hit: top-dose activity change, negative = inhibition, hits mostly inhibitors; AID 2551; note: potency is the fitted concentration of half-maximal effect; % is set by controls: 0 for no effect and ±100 for the full control effect; nearly all actives have a fitted effect of over 60% in size
Target sequence (P51450 whole entry, looked up, the tested form may be a part): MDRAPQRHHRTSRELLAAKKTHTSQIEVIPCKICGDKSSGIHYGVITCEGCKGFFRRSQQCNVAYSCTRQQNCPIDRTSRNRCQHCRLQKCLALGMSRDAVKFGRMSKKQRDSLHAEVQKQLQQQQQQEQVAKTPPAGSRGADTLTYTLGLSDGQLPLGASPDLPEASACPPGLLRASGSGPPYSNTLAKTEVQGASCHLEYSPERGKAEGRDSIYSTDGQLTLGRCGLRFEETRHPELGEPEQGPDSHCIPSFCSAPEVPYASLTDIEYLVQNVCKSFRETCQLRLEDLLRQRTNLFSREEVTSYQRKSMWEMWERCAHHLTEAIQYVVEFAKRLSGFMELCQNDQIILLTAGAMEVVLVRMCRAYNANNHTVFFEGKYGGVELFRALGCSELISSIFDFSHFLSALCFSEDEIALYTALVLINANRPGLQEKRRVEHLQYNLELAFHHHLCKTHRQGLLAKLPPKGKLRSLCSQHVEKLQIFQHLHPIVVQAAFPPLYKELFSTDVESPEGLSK
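Compounds are pin-transferred onto Drosophila Schneider cells expressing a copper-inducible Gal4–ROR gamma transactivation domain fusion. After 1 hr, copper sulfate is added to 700 uM final; luciferase is read 20 hr later.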
FLuc counter: counter-screen for miR-21 project: firefly luciferase inhibitors or activators; P08659; purified FLuc, Km substrates, luminescence inhibition; Potency, µM (series often up to 57.5 µM), for the others: at the highest dose activity change, negative = inhibition, actives largely listed as inhibitors; hit rate 6.9% among 360,000;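 note: potency is the fitted concentration of half-maximal effect; plate controls were vehicle for no effect and reference inhibitor for full effect; nearly all actives have a fitted effect of over 55% in size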
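Purified P. pyralis luciferase, 10 nM final, with Km-level 10 uM D-luciferin and 10 uM ATP in 50 mM Tris acetate pH 7.5, 10 mM Mg acetate, 0.01% Tween-20, 0.05% BSA; 6-point qHTS titration about 60 µM downward; luminescence read.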
Rab9 promoter act: activators of Rab9 promoter | Huh7 Rab9 promoter-luciferase reporter, luminescence, 24 h | Potency, µM (titrated, usually from 9.22 µM), inactives show at the highest dose activation, negative = inhibition, actives largely listed as activators | hit rate 2.8% among 320,000 | AID 485297; note: potency is the fitted concentration of half-maximal effect; % of control where 0% means no effect; nearly all actives have a fitted effect of over 60% in size
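Luciferase signal after 10 min detection reagent at ambient indicates Rab9 promoter upregulation; stably transfected Huh7 cells were treated 24 h with compound in DMSO at 37 °C, 5% CO2.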
KCNH2 3.1 inh: inhibitors of human KCNH2 3.1 potassium channel isoform. U2OS KCNH2 3.1, thallium flux FluxOr; active compounds read low. activity change, % (tested at about 1.8 µM). hit rate 0.95% among 340,000;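 active = maximum activity change below -70%; inconclusive = maximum activity change from -70% to -50%; inactive = maximum activity change above -50%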;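 note: thallium influx rate constant from kinetic fluorescence after stimulation buffer; % is set by controls: 0 for no effect and ±100 for the full control effect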
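Virally transduced U2OS (3.1 isoform, 4 h infection in dark at RT) → overnight 37 C → FluxOr + Red40 in HBSS/HEPES, 45 min → stimulation buffer, 2 min kinetic read → rate constant vs DMSO controls.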
* = called active by the depositor; ? = inconclusive; · = no result given; [ ] = dose if it differs, or a comment. Unless noted, calls come from the whole dose curve; as a rule, active = well fitted curve in the direction sought with a large enough effect; inconclusive = small, poorly fitted or top-dose-only effect, or another doubt; inactive = no such curve, though single readings can be large; an effect the other way counts as inactive or inconclusive.

canonical_smiles	Tb PFK inh	NPC1 promoter act	RORgamma inh	FBPA coupling cs	KCNH2 3.1 inh	FLuc counter	Rab9 promoter act	uPA surface inh	Gal4-VP16 FLuc	Giardia killer	ELG1 genotoxic
Nc1nc(Cl)cc(N2CCC(c3cc(-c4ccc(Cl)cc4)n[nH]3)CC2)n1	0%	-4%	?	0	-74*	1%	-11%	·	?	0	-8%
Cn1c(SCC(=O)NCc2ccc3c(c2)OCO3)nc2c(c1=O)SCC2	-1%	1%	1%	·	·	1%	5%	0%	-2%	-28	0%
Cc1cccc(OCC2CCCN(Cc3nc(C4CC4)no3)C2)c1 (stereo not given)	1%	-5%	22%	2	-8	-1%	-1%	14%	17%	4	-3%
COc1ccc(S(=O)(=O)N2CCCCCC2)cc1C(=O)NC1(C)CCS(=O)(=O)C1 (stereo not given)	0%	-1%	2%	·	·	3%	10%	-5%	5%	15	6%
O=C(NCc1cccc(Cl)c1)c1ccco1	?	-1%	-19%[0.365 µM]	2	14	1%	-2%	·	·	-4	4%
Cc1ccc(C(C)c2c(C)c([N+](=O)[O-])cc(C)c2[N+](=O)[O-])cn1 (stereo not given)	-1%	-4%	2%	3	-7	1%	0%	4%	22%	-28	-1%
Cc1cc2oc(=O)cc(CSc3nc(N)cc(N)n3)c2cc1C	1%	3%	18%	-1	28	-1%	13%	-1%	?	-2	4%
Cc1ccccc1-n1c(C)nnc1SCC(=O)NCC1CCCO1 (stereo not given)	-4%	1%	4%	4	-4	0%	-10%	4%	-5%	2	-1%
COc1cc(Cl)c(C)cc1NC(=O)CNC(C)c1ccccc1OC (stereo not given)	2%	-10%	8%	1	19	-2%	-9%	·	1%	-14	-13%
Cc1ccccc1Nc1nc(N)nc(COC(=O)CCC(=O)c2ccc(F)cc2)n1	-1%	0%	·	·	-15	4%	2%	-2%	·	-5	0%
COc1ccc2c(c1)c(C(=O)N/N=C/c1cccs1)c(C)n2C	-7%	1%	16µM*	-5	16	-11%	-6%	5%	?	18	0%
CCc1c(C)c2ccc(OCC(=O)NCC3CCC(C(=O)O)CC3)cc2oc1=O (stereo not given)	0%	-1%	-21%	-1	-8	?	0%	5%	-13%	2	0%
O=C(CSc1nnc(NC(=O)C2CCCCC2)s1)NCc1ccco1	-2%	-4%	14%	0	-4	-16%	7%	-5%	3%	4	0%
Cc1ccc(NC(=S)N2CCSC2c2cccs2)cc1 (stereo not given)	-8%	3%	?	-1	2	15µM*	0%	-9%	?	16	11%
O=C(NCc1ccco1)Nc1ccc(Br)cc1Cl	-23%	?	-5%[0.365 µM]	1	-4	?	?	·	·	2	?
CC(Sc1nc(N)cc(=O)[nH]1)C(=O)Nc1sc2c(c1C#N)CCCC2 (stereo not given)	1%	-10%	38%	4	8	?	-2%	-2%	-18%	14	-1%
O=C(c1ccco1)N1CCN(C(=O)c2cc(-c3ccccn3)nc3ccccc23)CC1	2%	-2%	?	-1	9	-10%	6%	3%	-3%	-4	-6%
CC(C)CNC(=O)c1ccccc1NC(=O)/C=C/c1cccc([N+](=O)[O-])c1	0%	-2%	8%[10 µM]	-7	-2	3%	-3%	0%	0%	-18	9%
CCOC(=O)C1=C(C)NC(C)=C(C(=O)OCC)C1c1sccc1C	-2%	-2%	8%	1	-1	3%	0%	-4%	-18%	13	-2%
S=C(Nc1ccc(Oc2ccc(NC(=S)NC3CCCCC3)cc2)cc1)NC1CCCCC1	-4%	-9%	1µM*	0	-2	0%	-2%	1%	?	-18	-8%
N#Cc1c(N2CCCC2)nc(N)c2c(N)nc(N3CCCC3)cc12	0%	23%	8.9µM*	-36*	-7	?	?	-10%	-6%	-6	13%
CC1Cc2ccccc2N1CC(=O)Nc1ccc2c(c1)OC(F)(F)O2 (stereo not given)	-2%	9%	?	0	5	0%	-7%	5%	15%	18	-20%
COc1cc2c(cc1OC)CN(C(=O)CN1CCN(S(=O)(=O)c3ccc(C)c(C)c3)CC1)CC2	1%	-11%	-4%	·	3	0%	-9%	-11%	-1%	-1	-9%
COc1cc(/C=N/NC(=O)c2cc(-c3ccccc3)sc2N)cc(OC)c1OC	1%	6%	14%	1	-2	4.8µM*	0%	-18%	1%	15	-8%
CC(=O)N(C(C)=O)N1C(=O)c2cccc3c(N4CCOCC4)ccc(c23)C1=O	1%	-3%	-11%	-3	-26	-4%	4%	-11%	-6%	4	0%
COc1cccc(CC(=O)N2CCC(n3nccc3NC(=O)C3CC3)CC2)c1	4%	9%	28%	·	·	-2%	4%	-1%	?	-6	14%
CC(=O)Nc1ccc(NC(=O)c2ccc(CN3CCc4ccccc4C3)cc2)cc1	-3%	-5%	12%	1	1	5%	-3%	-3%	-7%	-13	?
O=[N+]([O-])c1ccccc1S(=O)(=O)c1ccccc1	-4%	-2%	15%	-2	-1	-1%	-2%	16%	9%	-17	-4%
Cc1cc(NC(=O)c2ccccc2C)n(-c2cccc(F)c2)n1	3%	-2%	-8%	2	8	-4%	3%	-4%	-11%	-20	0%
COc1ccc(S(=O)(=O)N2CCOCC2)cc1NC(=O)CN(C)CC(=O)Nc1cccc(F)c1	3%	·	·	·	9	·	·	?	·	-24	0%
Cc1c(-c2nc(N)nc(Nc3ccc(F)cc3)n2)oc2ccccc12	-18%	2.2µM*	-27%	-3	-12	?	1.8µM*	-13%	-17%	5	2.3µM*
COc1ccc(N(CC(=O)N/N=C(\C)CCc2ccccc2)S(=O)(=O)c2ccc(C)cc2)cc1	-20%	-2%	-3%	3	-14	-1%	0%	6%	-4%	-17	0%
Cc1cc(N2CCOCC2)ccc1/C=C1\NC(=O)N(Cc2ccccc2)C1=O	0%	-4%	29%	-1	-1	3%	-9%	-2%	-11%	-16	-9%
CS(=O)(=O)NCCCNc1ccc(Cl)cc1[N+](=O)[O-]	-9%	3%	37%	3	-6	-8%	2%	1%	3%	8	6%
Cc1ccc(NC(=O)CCCNC(=O)c2ccc(Cl)cc2)c(O)c1	5%	2%	25%	0	4	?	15%	3%	-3%	6	?
Cc1ccc(C(=O)NC2CC3CCC(C2)N3Cc2ccco2)cc1 (stereo not given)	-1%	0%	10%	0	-1	0%	-2%	-1%	22%	-23	1%
CCOc1ccc(CCNC(=O)c2cc3c(s2)CS(=O)(=O)C3)cc1OCC	-1%	2%	4%	-6	8	0%	2%	-3%	-23%	2	-1%[9.26 µM]
COc1ccc([C@H]2CC(=O)C=C(c3cc(C(F)(F)F)cc(C(F)(F)F)c3)C2)cc1	-4%	0%	·	·	23	-1%	2%	6%	·	-5	0%
COc1ccc(Br)cc1CNC(=O)C1CCN(S(=O)(=O)N2CCCC2)CC1	-1%	-3%	7%	5	-3	-2%	-1%	5%	-1%	3	-2%
Cc1ncc(CN2CCCC(C(=O)Nc3ccc(-c4cscn4)cc3)C2)cn1 (stereo not given)	-2%	-1%	?	·	-7	-3%	4%	-2%	21%	0	2%
NC(=O)c1ccc(C23CC4CC(CC(C4)C2)C3)o1	-2%	2%	-9%	0	-44	?	1%	-1%	-4%	2	0%
CCN(CC)S(=O)(=O)c1ccc2c(c1)c(C(=O)O)cn2C	-3%	0%	0%	-3	26	4%	4%	4%	10%	-7	1%
Cc1cc(Cl)ccc1NC(=O)C1COc2ccccc2O1 (stereo not given)	2%	?	38%	2	21	?	5%	-9%	4%	8	?
CC(C)N(Cc1nc2ccccc2[nH]1)C(C)C	1%	-1%	-31%	3	10	-3%	-3%	0%	5%	16	-4%
Cc1cc(C)c(N2C(=O)CCCC2=O)c(Cl)c1	-1%	1%	5%	0	-4	0%	13%	2%	3%	-2	-1%
